TrxR1 substrate: qHTS Assay for Substrates of Mammalian Selenoprotein Thioredoxin Reductase 1 (TrxR1): qHTS; purified TrxR1 substrate turnover, NADPH consumption readout; Potency, µM (top dose mostly 114 µM), for the others: at the top dose activity change, negative = substrate turnover; Thioredoxin reductase 1, cytoplasmic (Rattus norvegicus), O89049; 390,000 compounds, 0.01% hits; note: potency is the fitted concentration of half-maximal effect; % is set by controls: 0 for no effect and ±100 for the full control effect; nearly all actives have a fitted effect of over 50% in size
Target sequence (O89049 whole entry, looked up): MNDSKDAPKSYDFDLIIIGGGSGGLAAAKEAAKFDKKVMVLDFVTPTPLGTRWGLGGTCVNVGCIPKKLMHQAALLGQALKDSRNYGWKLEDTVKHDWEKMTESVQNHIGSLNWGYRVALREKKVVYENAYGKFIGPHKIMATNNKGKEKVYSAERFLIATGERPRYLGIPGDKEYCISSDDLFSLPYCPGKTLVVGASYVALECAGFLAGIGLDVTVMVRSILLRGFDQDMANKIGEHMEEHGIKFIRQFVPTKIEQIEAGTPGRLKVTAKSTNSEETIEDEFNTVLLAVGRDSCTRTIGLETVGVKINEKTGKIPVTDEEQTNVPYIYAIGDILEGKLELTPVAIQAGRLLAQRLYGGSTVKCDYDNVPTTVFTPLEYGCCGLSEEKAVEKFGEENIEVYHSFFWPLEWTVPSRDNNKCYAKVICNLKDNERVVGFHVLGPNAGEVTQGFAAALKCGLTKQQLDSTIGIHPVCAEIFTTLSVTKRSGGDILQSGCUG
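Rat TrxR1, dispensed at 90 nM, was prereduced with 400 uM NADPH (final) for 5 min at ~22 deg C, then incubated with compound 15 min before 400 uM selenite. A first-read NADPH fluorescence drop versus no-compound background flagged substrates.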
TrxR1 inh: qHTS Assay for Inhibitors of Mammalian Selenoprotein Thioredoxin Reductase 1 (TrxR1): qHTS; Thioredoxin reductase 1, cytoplasmic (Rattus norvegicus), O89049; recombinant rTrxR1, NADPH fluorescence consumption, selenite substrate; Potency, µM (series often up to 114 µM), without a hit: top-dose activity change, negative = inhibition, most hits filed as inhibitors; 390,000 compounds, 1% hits; note: potency is the fitted concentration of half-maximal effect; % is set by controls: 0 for no effect and ±100 for the full control effect; nearly all actives have a fitted effect of over 65% in size
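Rat TrxR1 (90 nM in the dispensed reagent) was pre-reduced with 400 uM NADPH for 5 min at room temperature, then incubated with compound for 15 min. After 400 uM selenite was added, NADPH fluorescence (Ex 340/Em 450 nm) was followed for 8 min.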
mIDH1 inhibitor: qHTS for Inhibitors of mutant isocitrate dehydrogenase 1 (IDH1): qHTS; IDH1-R132H enzyme, NADPH consumption, diaphorase/resazurin fluorescence; 390,000 compounds, 0.093% hits; Isocitrate dehydrogenase [NADP] cytoplasmic (Homo sapiens), O75874; Potency, µM (highest dose often 76.6 µM), inactives show at the highest dose activity change, negative = inhibition, hits mostly inhibitors; AID 602179, 2012; note: potency is the fitted concentration of half-maximal effect; % is set by controls: 0 for no effect and ±100 for the full control effect; nearly all actives have a fitted effect of over 65% in size
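IDH1-R132H (0.5 ug/mL dispensed) in pH 7.5 Tris buffer was preincubated 30 min with compound, then given a substrate mix of 0.016 mM NADPH and 2 mM alpha-KG for 80 min at room temperature; remaining NADPH was read by diaphorase/resazurin fluorescence.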
LDHA inh: qHTS assay for inhibitors of human lactate dehydrogenase; 480,000 compounds, 0.15% hits; activity change, % (values are at about 110 or 230 µM); AID 1347041, 2019; purified LDHA, NADH/diaphorase-resazurin fluorescence; active compounds read low; in the data active = activity change below about -30%; inconclusive = mostly about -25% to -30%;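 note: plate controls were DMSO wells for no effect and wells without enzyme for full effect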
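Remaining NADH was detected by diaphorase (0.133 mg/mL) converting 37 µM resazurin to fluorescent resorufin, read at 0 and 20 minutes. The preceding 5-minute room-temperature reaction used 2 nM LDHA, 0.2 mM sodium pyruvate and 0.06 mM NADH at pH 7.4.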
GRP78 ERSR act: qHTS for Inducers of the Endoplasmic Reticulum Stress Response (ERSR) in Human Glioma: qHTS; U87-MG GRP78 promoter luciferase reporter, 16 h; Potency, µM, for inactives: at the top dose activation, most hits filed as activators; 420,000 compounds, 0.02% hits; note: potency is the fitted concentration of half-maximal effect; series mostly up to about 76 µM; % of control where 0% means no effect; nearly all actives have a fitted effect of over 35% in size
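Stably transfected U87-MG glioma cells carrying a GRP78-based luciferase sensor; 16 h compound incubation. Luminescence end-point read 10 min after Bright-Glo addition at room temperature.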
USP1-UAF1 inh: Inhibitors of USP1/UAF1: Primary Screen. Potency, µM (top dose mostly 57.1 µM), without a hit: top-dose activity change, negative = inhibition, most hits filed as inhibitors. 390,000 compounds, 0.23% hits. Ubiquitin carboxyl-terminal hydrolase 1 (Homo sapiens), O94782. recombinant USP1/UAF1, Ub-Rhodamine cleavage fluorescence; note: potency is the fitted concentration of half-maximal effect; % is set by controls: 0 for no effect and ±100 for the full control effect; nearly all actives have a fitted effect of over 60% in size; inactives centre near -12
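High-throughput fluorogenic screen: 1nM USP1/UAF1 complex, Ub-Rho substrate 150nM final, 50mM HEPES pH 7.8 with 0.5mM EDTA, 0.1 mg/ml BSA, 1mM TCEP and 0.01% Tween-20.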
RGS4 inh: Inhibitors of Regulator of G Protein Signaling (RGS) 4: qHTS; Regulator of G-protein signaling 4 (Homo sapiens), P49798; Transcreener GDP fluorescence polarization, RGS4-accelerated GTP hydrolysis; Potency, µM (titrated, usually from 114 µM), for the others: at the top dose activity change, negative = inhibition, usual class: inhibitors; 390,000 compounds, 0.039% hits; AID 504845, 2011; note: potency is the fitted concentration of half-maximal effect; % is set by controls: 0 for no effect and ±100 for the full control effect; nearly all actives have a fitted effect of over 75% in size; some results filed as inactive show a strong effect at the top dose
Target sequence (P49798 whole entry, looked up): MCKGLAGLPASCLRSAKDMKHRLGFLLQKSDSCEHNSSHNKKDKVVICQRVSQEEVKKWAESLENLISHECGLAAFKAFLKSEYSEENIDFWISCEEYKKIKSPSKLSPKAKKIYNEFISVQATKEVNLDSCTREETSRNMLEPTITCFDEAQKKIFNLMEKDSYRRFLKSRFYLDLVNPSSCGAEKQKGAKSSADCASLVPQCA
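MLSMR compounds (23 nl, pin-transferred) preincubated 10 min at room temperature with a 500nM (2x) first reagent, then RGS4 at 900nM (2x) plus Transcreener GDP mix added; fluorescence polarization (620/688 nm) read before and after 90 min at 30 °C.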
Vif-A3G inh: qHTS for Inhibitors of Vif-A3G Interactions: qHTS; DNA dC->dU-editing enzyme APOBEC-3G (Homo sapiens), Q9HC16; HeLa A3G-eYFP + Vif (tagged APOBEC3G with the HIV-1 protein that degrades it), YFP fluorescence, overnight; Potency, µM (series often up to 46.1 µM), inactives show at the top dose activity, negative = active, usual class: inhibitors; 410,000 compounds, 0.076% hits; AID 602310, 2012;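 note: potency is the fitted concentration of half-maximal effect; % is set by controls: 0 for no effect and ±100 for the full control effect; nearly all actives have a fitted effect of over 60% in size; hits raise eYFP signal because A3G escapes Vif-driven loss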
Target sequence (Q9HC16 whole entry, looked up): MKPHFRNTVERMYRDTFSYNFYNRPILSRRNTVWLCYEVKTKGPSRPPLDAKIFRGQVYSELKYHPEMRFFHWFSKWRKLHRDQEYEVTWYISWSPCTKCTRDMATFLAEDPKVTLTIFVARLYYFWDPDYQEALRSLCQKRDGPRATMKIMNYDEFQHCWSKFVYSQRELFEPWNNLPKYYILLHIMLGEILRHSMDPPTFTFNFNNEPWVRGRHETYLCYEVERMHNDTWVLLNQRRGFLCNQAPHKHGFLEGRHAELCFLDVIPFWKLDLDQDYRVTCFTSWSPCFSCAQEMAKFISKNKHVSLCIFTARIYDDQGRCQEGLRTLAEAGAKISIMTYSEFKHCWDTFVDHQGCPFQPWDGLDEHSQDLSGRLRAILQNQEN
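Read-out is eYFP fluorescence (Ex 488/Em 500-530) from Vif-expressing HeLa A3G-eYFP cells; more signal means A3G escaped Vif-mediated degradation. Cells plated overnight, compound pinned in, incubated overnight at 37 deg C.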
Vif-A3F inh: qHTS for Inhibitors of Vif-A3F Interactions: qHTS | HeLa A3F-eYFP + Vif (tagged APOBEC3F with the HIV-1 protein that degrades it), YFP fluorescence increase | Potency, µM (top dose mostly 46.1 µM), without a hit: at the highest dose activity, negative = active | 390,000 compounds, 0.2% hits | AID 602313, 2012; note: potency is the fitted concentration of half-maximal effect; % of control where 0% means no effect; nearly all actives have a fitted effect of over 65% in size
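HeLa cells stably expressing Vif plus C-terminally eYFP-tagged A3F were seeded, incubated overnight at 37 deg C, dosed with compound, incubated overnight again at 37 deg C. Yellow fluorescence (Ex 488/Em 500-530) reported blocked Vif-mediated A3F-eYFP degradation.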
Numbers without * were called inactive; u = inconclusive; x = no result given; & = joins results of further samples; [ ] = another dose, or the depositor's remark. Unless noted, calls come from the whole dose curve; as a rule, active = well fitted curve in the direction sought with a large enough effect; inconclusive = small, poorly fitted or top-dose-only effect, or another doubt; inactive = no such curve, though single readings can be large; an effect the other way counts as inactive or inconclusive. This is a subset, so the mix of outcomes need not match the whole.

SMILES	TrxR1 substrate	TrxR1 inh	mIDH1 inhibitor	LDHA inh	GRP78 ERSR act	USP1-UAF1 inh	RGS4 inh	Vif-A3G inh	Vif-A3F inh
COc1ccccc1CNC(=O)c1ccc(N2CCCC2)c(NC(=O)NCCC(C)C)c1	0%[57.1 µM]	12%[57.1 µM]	-28%	-6	-5%	-16%	17%	0%	1%
CC(C)NC(=O)CSc1nc2ccccc2c(=O)n1CCCOC(C)C	4%	13%	-4%	-3	-1%	-4%	-19%	2%	-1%
CCc1ccc(NC(=O)Nc2cccs2)cc1	-5%	-24%	6%	-2	-1%	-20%	-28%	-1%	-22%
N#Cc1cccc(C(c2nnnn2C2CCCC2)N2CCC(Cc3ccccc3)CC2)c1 (stereo not given)	0%	1%[57.1 µM]	-4%	-5	-2%	1%	-16%	-9%	-3%
Cn1c(=O)[nH]c(=O)c2c1nc1n(CCO)c(-c3ccccc3)cn21	-5%	-2%	-4%	-9	-2%	-13%	-22%	-4%	-1%
Cc1cc(=O)oc2cc(OCC(=O)c3ccccc3)ccc12	10%[57.1 µM]	6%[57.1 µM]	-3%	-6&-4	0%	-18%	-4%	-7%	3%
CCc1cccc(CC)c1NC(=O)CCCSc1nc2ccccc2s1	1%	8%	2%	1	1%	1%	-3%	-4%	5%
N#C/C(=C(/O)CN1CCOCC1)c1nc2ccccc2s1	-16%	-19%[57.1 µM]	-1%	-1	-3%	5%	21%	2%	1%
O=C(CNC(=O)/C(=C\c1ccccc1)NC(=O)c1ccc(Br)cc1)OCc1ccccc1	-4%	-2%	1%	-5	-7%	-13%	-27%	2%	x
CC12CCC(C(=O)NCc3ccccc3Cl)(CC1=O)C2(C)C (stereo not given)	-1%[57.1 µM]	11%[57.1 µM]	6%	1	-1%	-17%	-16%	0%	12%
O=C(NCC1CC1)NC(=O)c1c(F)cccc1Cl	8%[57.1 µM]	12%[57.1 µM]	13%	-9	-5%	-16%	4%	1%	0%
CCCNCC1C(Oc2ccc(Cl)cc2Cl)C(=O)N1c1cccc(C)c1C (stereo not given)	-10%	12%	-12%	-3	-10%	-14%	4%	-16%	8%
CCC(CC)c1nn2c(=O)cc(COc3ccc(NC(=O)c4ccccc4C)cc3)nc2s1	1%	9%	10%	-1	1%	-28%	0%	1%	u
CN1CCN(CC(=O)Nc2cccc(S(=O)(=O)N(C)c3ccccc3)c2)CC1	-6%	-6%	4%	-3	-6%	-18%	-17%	-1%	0%
CCC(C)N1CCN(C(=O)C2CCN(S(=O)(=O)c3c(C)noc3/C=C/c3ccco3)CC2)CC1 (stereo not given)	-9%	u	1%	-2	-4%	-11%	2%	-6%	-11%
Cc1ccc2occ(C(=O)c3ccco3)c(=O)c2c1	-3%	15%	7%	9	3%	-7%	-2%	2%	-13%
CC(=O)Nc1ccc(S(=O)(=O)Nc2ccccn2)cc1	9%[57.1 µM]	21%[57.1 µM]	0%	-11	-1%	-8%	-26%	0%	2%
Cc1cccc(-n2nnc(C(=O)NCc3ccccc3Cl)c2N)c1	7%[57.1 µM]	8%[57.1 µM]	10%	-5	-3%	-15%	3%	2%	6%
CC(CCc1ccccc1)NC(=O)CSc1ccccc1 (stereo not given)	10%[57.1 µM]	12%[57.1 µM]	4%	-8	1%	-7%	0%	0%	0%
CCOC(=O)CC(=O)Nc1ccccc1C(=O)O	2%[57.1 µM]	-14%[57.1 µM]	-7%	3	3%	7%	-41%	0%	-12%
O=C(Nc1ccnn1C1CCN(Cc2ccccn2)CC1)c1cccc(F)c1	4%	-3%	13%	0	-3%	-12%	-20%	0%	-3%
O=C(NCc1ccccc1)c1ccccc1	11%[57.1 µM]	11%[57.1 µM]	-5%	-2	1%	-5%	24%	-4%	-3%
O=C(Nc1ccnn1C1CCN(CCCC2CCCC2)CC1)c1ccccc1Cl	4%	16%	5%	0	2%	-14%	-6%	-4%	5%
COc1cccc(-c2nn(-c3ccccc3)cc2/C=C(\C#N)C(=O)NCCCn2ccnc2)c1	-3%[57.1 µM]	-10%[57.1 µM]	1%	-6	-2%	u	-13%	-12%	6%
CC1CCCCC1NC(=O)C1CCC(CNS(=O)(=O)c2ccccc2)CC1 (stereo not given)	6%[57.1 µM]	2%	-2%	-12	-2%	-6%	-14%	-1%	10%

No new results follow: an excerpt of the list.
SMILES	TrxR1 substrate	TrxR1 inh	mIDH1 inhibitor	LDHA inh	GRP78 ERSR act	USP1-UAF1 inh	RGS4 inh	Vif-A3G inh	Vif-A3F inh
Cc1ccc2occ(C(=O)c3ccco3)c(=O)c2c1	-3%	15%	7%	9	3%	-7%	-2%	2%	-13%
CC(=O)Nc1ccc(S(=O)(=O)Nc2ccccn2)cc1	9%[57.1 µM]	21%[57.1 µM]	0%	-11	-1%	-8%	-26%	0%	2%
Cc1cccc(-n2nnc(C(=O)NCc3ccccc3Cl)c2N)c1	7%[57.1 µM]	8%[57.1 µM]	10%	-5	-3%	-15%	3%	2%	6%

The list goes on:
SMILES	TrxR1 substrate	TrxR1 inh	mIDH1 inhibitor	LDHA inh	GRP78 ERSR act	USP1-UAF1 inh	RGS4 inh	Vif-A3G inh	Vif-A3F inh
CCOc1ccc(N(C(=O)c2snc(C(N)=O)c2N)C(C(=O)NCC2CCCO2)c2ccco2)cc1 (stereo not given)	-2%	-14%	-3%	4	-2%	u	26%	-15%	-8%
CC(=O)Nc1c(C(=O)N2CCOCC2)sc2nc3c(cc12)COC(C)(C)C3	0%[57.1 µM]	5%[57.1 µM]	2%	1	0%	2%	-5%	2%	-7%
CCN(CC(=O)NCc1ccc(Cl)cc1)C(=O)c1cc(S(=O)(=O)N2CCOCC2)ccc1C	-5%	-1%	1%	-1	-2%	-10%	-5%	0%	3%
COc1ccc(OC2OC3COC(c4ccco4)OC3C(O)C2NC(C)=O)cc1 (stereo not given)	-11%	-13%	4%	-2	-4%	-4%	16%	3%	0%
COc1cc(NC(=O)N2c3ccccc3Sc3ccccc32)cc(OC)c1	2%	13%	-8%	9	4%	-15%	1%	4%	2%
O=C(NC1CCCC1)C(c1ccccc1)N(C(=O)c1csnn1)C1CCCC1 (stereo not given)	8%[57.1 µM]	17%[57.1 µM]	15%	-5	0%	-7%	6%	-2%	-10%
C[C@@H]1CN=C2N(CCNC(=O)CCC3CCCCC3)[C@H](Cc3ccc(O)cc3)CN21	6%[57.1 µM]	-45%	-15%	-1	-3%	u	-26%	-7%	-1%
O=C(COC(=O)CN1C(=O)NC2(CCCC2)C1=O)Nc1ccccc1C(F)(F)F	4%	11%	1%	-1	0%	-15%	-14%	1%	-4%
Cc1ccc(C)c(N2CCN(Cc3nnc(-c4ccccc4)o3)CC2)c1	3%	17%	0%	-5	-3%	u	4%	0%	2%
C=C(C)C(C)(C#CCN1CCCC1)OC(C)=O (stereo not given)	-2%	12%	2%	1	-3%	6%	9%	4%	-17%
Cc1cccnc1CCNC(=O)c1ccc(OC2CCN(Cc3ccccn3)CC2)cc1	0%	u	10%	8	-8%	-15%	-19%	3%	2%
O=C(Cc1ccc([N+](=O)[O-])cc1)N1N=C(C2CC2)CC1(O)C(F)(F)F (stereo not given)	9%[57.1 µM]	12%[57.1 µM]	6%	-1	-6%	-21%	-16%	-2%	5%
CC(=O)c1ccc(N2C(=NC(=O)C3CCCO3)SC3CS(=O)(=O)CC32)cc1 (stereo not given)	-3%	1%	4%	-1	-3%	-20%	-6%	3%	1%
O=C(COc1ccccc1)OCC(=O)c1ccc(S(=O)(=O)N2CCCCC2)cc1	-1%	17%	-12%	-16	-1%	-14%	4%	2%	7%

Full records, quoted from the list.
Record of Cc1ccc(C)c(N2CCN(Cc3nnc(-c4ccccc4)o3)CC2)c1 = TrxR1 substrate: 3%; TrxR1 inh: 17%; mIDH1 inhibitor: 0%; LDHA inh: -5; GRP78 ERSR act: -3%; USP1-UAF1 inh: u; RGS4 inh: 4%; Vif-A3G inh: 0%; Vif-A3F inh: 2%
Record of COc1cc(NC(=O)N2c3ccccc3Sc3ccccc32)cc(OC)c1 = TrxR1 substrate: 2%; TrxR1 inh: 13%; mIDH1 inhibitor: -8%; LDHA inh: 9; GRP78 ERSR act: 4%; USP1-UAF1 inh: -15%; RGS4 inh: 1%; Vif-A3G inh: 4%; Vif-A3F inh: 2%
